# Compound activity as filed in PubChem.
# Tb hexokinase: Trypanosoma brucei hexokinase 1 inhibitors, primary screen, biochemical, G6PDH-coupled NADH absorbance, MLSCN library | recombinant TbHK1, G6PDH-coupled NADH A340 | inhibition, % at 10 µM | 220,000 tested, 0.11% active | AID 1430, 2008;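 active means inhibition of 50% or more in the single-dose primary screen; inactive means inhibition below 50%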
# KCC2 mod: KCC2 cotransporter modulators, thallium flux, primary screen, cell-based, HEK293 KCC2, FluoZin-2 fluorescence, MLSMR; AID 1456, 2008; 190,000 tested, 2.2% active; B-score of Tl+ flux slope (higher = more flux/activation; lower = inhibition) at 10 µM; KCC2 cells, thallium flux FluoZin-2 fluorescence; Solute carrier family 12 member 5 (Homo sapiens), Q9H2X9;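 active means thallium flux slope and its plate-corrected score both differing from the plate sample mean at a set confidence after two filtering rounds, in either direction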;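 further: slope of fluorescence scaled to starting intensity during 10 to 20 s after thallium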
# Furin inh: human furin inhibitors, primary screen, biochemical, fluorescence intensity | P09958 | purified furin, fluorogenic substrate cleavage | inhibition, % at 30 µM | 220,000 tested, 0.061% active; in the data active means inhibition above about 25%; further: inactives centre near -15
# Target sequence (P09958 108-714 limits assumed): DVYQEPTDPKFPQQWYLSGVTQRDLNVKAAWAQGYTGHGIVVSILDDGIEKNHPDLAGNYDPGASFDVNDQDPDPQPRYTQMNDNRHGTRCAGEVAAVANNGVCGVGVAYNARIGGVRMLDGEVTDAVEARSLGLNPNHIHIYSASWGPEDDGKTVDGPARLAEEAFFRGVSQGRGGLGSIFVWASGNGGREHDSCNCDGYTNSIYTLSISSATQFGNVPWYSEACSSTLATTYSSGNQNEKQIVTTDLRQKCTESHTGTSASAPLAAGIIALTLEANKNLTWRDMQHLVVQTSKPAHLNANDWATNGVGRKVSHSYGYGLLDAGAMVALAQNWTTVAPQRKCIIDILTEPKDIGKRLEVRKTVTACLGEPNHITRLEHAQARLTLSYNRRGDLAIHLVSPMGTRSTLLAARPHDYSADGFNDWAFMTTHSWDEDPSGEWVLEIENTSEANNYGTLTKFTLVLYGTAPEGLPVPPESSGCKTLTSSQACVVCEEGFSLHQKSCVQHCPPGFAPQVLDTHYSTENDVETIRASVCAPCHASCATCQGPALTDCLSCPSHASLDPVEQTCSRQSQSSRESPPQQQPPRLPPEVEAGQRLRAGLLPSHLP
# EBV gp42 inh: Epstein-Barr virus gp42 inhibitors, primary screen, biochemical, uHTS, fluorescence polarization; Glycoprotein 42 (Epstein-Barr virus (strain AG876)), Q1HVG2; Fluorescence polarization binding assay, mP read-out; inhibition, % (tested at 21.74 µM); 220,000 tested, 0.42% active; AID 1085, 2008; in the data active means inhibition above about 50%
# Target sequence (Q1HVG2 whole entry, looked up): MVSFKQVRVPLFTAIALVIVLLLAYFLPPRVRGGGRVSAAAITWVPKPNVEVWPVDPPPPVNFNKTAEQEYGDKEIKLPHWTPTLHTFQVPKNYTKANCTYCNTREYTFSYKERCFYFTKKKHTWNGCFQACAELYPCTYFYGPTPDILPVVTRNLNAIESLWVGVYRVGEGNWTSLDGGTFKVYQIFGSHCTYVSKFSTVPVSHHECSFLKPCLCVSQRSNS
# thrombin 1536: human alpha-thrombin inhibitors, primary screen, counter-screen for coagulation protease inhibitor project, biochemical, 1536-well, fluorogenic AMC substrate. AID 1046, 2008. 220,000 tested, 0.26% active. Boc-VPR-AMC fluorogenic substrate cleavage. inhibition, % at 5 µM;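 active means inhibition at or above 40%; inactive means inhibition below 40%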;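 further: 0% = enzyme with no compound and 100% = wells without enzyme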
#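 Assay system: human alpha-thrombin enzyme. Reagent: Boc-VPR-AMC substrate, 15 µM final. Compound dosing: one concentration per compound, 5 µM, with 0.2% DMSO. Incubation: room-temperature reaction. Technique: AMC fluorescence, 355/460 nm. Measure: % inhibition relative to enzyme controls and enzyme-free blanks.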
# m-calpain inh: inhibitors of pig calpain II, primary screen, biochemical, fluorogenic peptide substrate, 1536-well. AID 1236, 2008. 220,000 tested, 0.37% active. purified calpain II, 30 min. inhibition, % at 16 µM;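 active means inhibition above about 50%, limit read from the data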
# TRPN1 ag: zebrafish TRPN1 channel agonists, primary screen, cell-based, HEK293, calcium fluorescence; 220,000 tested, 0.18% active; transient receptor potential cation channel N1 (TRPN1/NompC), Danio rerio; AID 1424, 2008; HEK293 zebrafish TRPN1-YFP, Fluo-8 calcium fluorescence; 100% = response to 87 µM carbachol; activation, % at 3 µM;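 active means activation above its plate's cutoff, the mean activation of test wells on that plate plus 3 SD, cut at about 19% in these data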;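 further: 0% = DMSO alone and 100% = 87 µM carbachol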
#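 System: zebrafish TRPN1-YFP in HEK293 cells / Dosing: 3 µM single point / Timing: dye loading 1 h at 37 °C, then 30 min room temperature / Signal: Fluo-8 calcium fluorescence, excitation 470-495 nm, emission 515-575 nm / Read-out basis: percent activation from peak over basal fluorescence ratio, control-normalized / Control set: high carbachol 87 µM, low DMSO alone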
# PPC-1+TRAIL kill: compounds killing PPC-1 cancer cells with TRAIL present, primary screen, TRAIL potentiator project, ATPLite luminescence, uHTS; AID 1443, 2008; cell killing (% activity), % at 4 µM; 220,000 tested, 0.41% active; PPC-1 cells + TRAIL, ATPLite viability luminescence;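 active means cell killing above 50% in the first pass at 4 µM, then a duplicate retest at 5 µM averaging 50% or more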;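 further: plate controls were cells with TRAIL plus DMSO for no effect and medium-only wells lacking cells for full effect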
# TRPML3 ag: human TRPML3 channel agonists, primary screen, cell-based, HEK293 TRPML3-YFP, Fluo-8 calcium fluorescence, 3 µM | Mucolipin-3 (Homo sapiens), Q8TDD5 | 220,000 tested, 0.29% active | activation, % at 3 µM | 100% = the carbachol control signal | AID 1448, 2008;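 active means activation above its plate's cutoff, the mean activation of the plate's test wells plus 3 SD, cut at about 12% in these data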;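 further: 0% = DMSO only wells and 100% = carbachol wells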
#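 Test system: TRPML3-YFP stable HEK293 cells. Doses: single point at 3 µM. Incubation: dye loading 1 h 37 °C then 30 min ambient, 125 s read. Signal: Fluo-8 calcium dye fluorescence, ex 470-495, em 515-575 nm. Measure: percent activation from peak-to-basal fluorescence ratio, scaled between DMSO and carbachol.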
# Numbers without * were called inactive; i = inactive; · = not tested or not shown; [ ] = remark or other dose.
SMILES,Tb hexokinase,KCC2 mod,Furin inh,EBV gp42 inh,thrombin 1536,m-calpain inh,TRPN1 ag,PPC-1+TRAIL kill,TRPML3 ag
Nc1ccc2nn(-c3cccc4ccccc34)nc2c1,-16,-0.99,-21,12,-8,i,0.3,22,0.6
CCOC(=O)c1[nH]c(C)c(C(=O)NCCN2CCOCC2)c1C,3,·,1,-30,-3,-4,0.6,12,0.5
COC(=O)c1ccc(C(=O)OC)c(NC(=O)c2cnc3n(c2=O)CCS3)c1,-22,-0.2,-10[20 µM],-23,-9,-67,0.8,12,1.0
COc1ccc(C2Nc3ccccc3C(=O)N2NC(C)=O)cc1OC (stereo not drawn),-15,·,-32,-11,-6,i,0.8,14,-0.4
Cc1ccc(-c2nc3ccccc3s2)cc1S(=O)(=O)N1CCCC1,0,·,-19[20 µM],-6,-3,19,-0.9,0,-0.1
CCOc1ccccc1NC(=O)C1CCC(CNc2c(N3CCOCC3)c(=O)c2=O)CC1 (stereo not drawn),0,0.1,3,-10,-2,-14,1.7,6,-0.1
COc1ccc(NC(=O)C2C3CCC(C3)C2C(=O)O)cc1OC (stereo not drawn),-13,0.6,-17[20 µM],-20,-5,-12,-1.0,4,-0.5
CCC(C)NC(=O)CNC(=S)N(Cc1ccccc1F)C1CCCCC1 (stereo not drawn),11,-0.37,-27,-2,-8,19,-2.6,-3,-0.2
Cn1c(=O)[nH]c(=O)c2c1nc(Sc1nc3ccccc3s1)n2Cc1ccccc1,0,0.1,-8,-5,0,4,-1.1,-4,-1.2
COc1cccc(C(=O)Nc2nc(-c3ccc4c(c3)OCO4)cs2)c1,6,·,-34,-1,-3,-12,0.6,28,0.8
O=C1CNC(=S)N1c1nc(-c2ccccc2)cs1,-1,-0.55,-9,7,-3,-13,-0.1,17,0.7
COc1cc(-c2noc(CCCC(=O)NCc3ccco3)n2)cc(OC)c1OC,2,-0.15,-18[20 µM],-19,1,-9,-2.7,-3,0.2
Cc1c(NC(=O)c2ccccc2N)cccc1C(=O)O,3,-0.091,-18,-7,-4,-76,1.1,10,1.1
COc1cccc(CN2CCNC(=O)C2CC(=O)NCCn2cccn2)c1OC (stereo not drawn),-3,0.075,-23,9,-13,-25,0.8,-6,0.2
Cc1cccc(OCCNC(=O)CSc2ccc(C(F)(F)F)cc2[N+](=O)[O-])c1,3,0.94,-21,-18,-6,-3,1.5,6,0.4
CCSc1cc(C)nc2c(-c3ccccc3)c(C)nn12,-3,-0.87,-13[20 µM],-24,5,-31,-1.2,-6,-0.5
CC(C)CN1CCN(Cc2ccc(Oc3ncccn3)cc2)CC1CCO (stereo not drawn),-11,-0.057,-16,-6,0,-6,1.9,9,0.8
Cc1ccnc(-n2sc3ccccc3c2=O)n1,49,-2.6,-21[20 µM],-37,-4,21,1.3,7,1.6
O=C(NCc1ccc(C(F)(F)F)cc1)C12CN(Cc3ccccc3)CC1C(c1cccc([N+](=O)[O-])c1)=NO2 (stereo not drawn),-11,-0.46,-8[20 µM],-10,17,-108,0.8,30,0.8
COc1ccc(C2(CNC(=O)/C=C\c3ccco3)CCCC2)cc1OC,-2,·,-20[20 µM],-7,-7,-285,0.2,11,-0.6
CCN(CC)C(=O)COc1ccc(/C(C)=N/NC(=O)c2ccccc2Br)cc1,-8,0.11,-21,-3,5,-17,1.2,9,0.0
CCNc1ccc(S(=O)(=O)N(C)C)cc1NCC(=O)Nc1ccccc1Br,5,0.79,-19,-2,-4,-5,0.5,25,1.6
Cn1c(SCC(=O)Nc2ccccc2F)nnc1-c1cc2ccccc2o1,1,0.075,-11[20 µM],-13,-2,-17,0.1,20,0.3
CCCCN(C)CCC(=O)Nc1ccc(OC)cc1OC,1,-1,-13,0,-2,13,-0.3,-3,0.3

# An excerpt from above in order of their number in TRPML3 ag, highest first:
Compound | TRPML3 ag
CCNc1ccc(S(=O)(=O)N(C)C)cc1NCC(=O)Nc1ccccc1Br | 1.6
CC(C)CN1CCN(Cc2ccc(Oc3ncccn3)cc2)CC1CCO (stereo not drawn) | 0.8
CCN(CC)C(=O)COc1ccc(/C(C)=N/NC(=O)c2ccccc2Br)cc1 | 0.0
Cc1ccc(-c2nc3ccccc3s2)cc1S(=O)(=O)N1CCCC1 | -0.1

# The list goes on:
SMILES,Tb hexokinase,KCC2 mod,Furin inh,EBV gp42 inh,thrombin 1536,m-calpain inh,TRPN1 ag,PPC-1+TRAIL kill,TRPML3 ag
CSCCC(NC(=O)c1cccc(C)c1)C(=O)OCC(=O)NC(=O)c1cccn1C (stereo not drawn),0,-0.93,-18,-2,48*,19,1.3,-4,0.6
O=C(CSc1nnc2n1CCCN2C(=S)Nc1ccc(Cl)cc1)c1ccccc1,-1,0.94,-5[20 µM],-10,4,13,0.6,-16,0.7
CCn1c(COc2ccc3c(c2)OCO3)nnc1SCC(=O)c1ccccc1,-2,-0.058,-11[20 µM],-9,-4,5,1.2,-2,-0.5
COC(=O)c1ccccc1NC(=O)CCCn1nc([N+](=O)[O-])c(Br)c1C,0,-1.1,-18,8,-1,4,-0.6,19,-0.5
COc1ccc(CCC(=O)NCCc2cn3c(C)csc3n2)cc1,6,-0.057,-22,-9,-6,-10,0.7,-9,0.2
CCOC(=O)N1CCN(C(=O)c2ccc(N(C)S(C)(=O)=O)cc2)CC1,5,0.073,-22[20 µM],-2,-5,17,1.2,15,1.1
Cc1ccccc1N1C(=O)CC(Sc2nnc(-c3ccccc3)o2)C1=O (stereo not drawn),-1,·,-11,-27,-8,-22,0.0,-19,0.9
COC(=O)C1=C(C)NC(=O)NC1c1ccsc1 (stereo not drawn),6,0.34,-8[20 µM],-21,5,26,0.0,23,0.6
Cc1ccccc1NC(=S)N1CCC(C(=O)c2ccc(F)cc2)CC1,4,·,-18[20 µM],-13,9,16,0.9,15,0.7
Cc1ccc(-n2c(-c3ccccc3)nnc2-c2cccs2)cc1,3,0.13,-30[20 µM],-11,1,-10,1.8,11,0.5
N/C(=N\c1nc2ccccc2o1)NC(=O)c1cccc(Cl)c1,-3,·,-14,-12,-3,-5,1.4,17,0.8
COC(=O)c1ccc(NC(=O)C(=O)N2CCN(C(=S)Nc3ccccc3OC)CC2)cc1,29,0.096,-15,-1,-8,-11,1.4,9,1.3
CSc1nc(C)cc(SC(C(C)=O)C(=O)Nc2ccccc2)n1 (stereo not drawn),-3,0.67,-11[20 µM],2,-3,-17,0.6,16,-0.3
Cc1c(NC(=O)CN2C(=O)c3ccc([N+](=O)[O-])cc3C2=O)c(=O)n(-c2ccccc2)n1C,7,0.34,-5,-1,18,5,-0.3,13,0.5
O=C(Nc1ccc(Cl)cn1)c1ccc(-c2cc(Cl)ccc2Cl)o1,0,·,-30[20 µM],-10,-2,-235,1.3,-6,1.3
Cc1csc(SCC(=O)NC2CCCCC2)n1,17,-1,-18[20 µM],-28,-1,15,-0.5,3,0.9
CCc1ccc(N2CC(C(=O)Nc3cc(C)ccc3F)CC2=O)cc1 (stereo not drawn),-3,·,-9,7,-1,28,0.3,13,-0.3
Cc1cc([N+](=O)[O-])nn1CC(=O)NCCCn1ccnc1,4,·,-19,-13,-4,19,1.1,-3,1.0
CCOc1ccc(NC(=O)CNC(=O)COc2ccccc2)cc1,-2,0.13,-13,-16,-2,5,0.3,-4,0.4
COC(=O)C1CSC(C(=O)OC)N1C(=O)Nc1c(C)cccc1C (stereo not drawn),6,·,-15[20 µM],-8,-3,-42,1.6,14,0.9
Cc1ccc(C(=O)CSc2nnc(-c3ccco3)n2Cc2ccccc2)cc1,6,-3.2*,-26[20 µM],-11,-1,9,-2.3,20,0.5
O=c1c(-c2ccccc2)coc2c(CN3CCCC3)c(O)ccc12,-24,·,-3,-15,-1,i,-0.1,10,0.5
Cc1ccc(C)n1-c1ccc(C(=O)NC2CCN(Cc3ccccc3)CC2)cc1,-2,0.52,-20,-26,1,-7,3.4,12,1.2
CNS(=O)(=O)c1cccc(C(=O)NCC2(N3CCOCC3)CCCCC2)c1,-1,0.078,-27,-3,0,-9,0.7,14,1.3
Cc1cc([N+](=O)[O-])ccc1NCc1cccc([N+](=O)[O-])c1,8,-0.2,-11[20 µM],-25,2,0,-0.3,-7,-0.8
CN(C)S(=O)(=O)c1ccc(C(=O)NCCSc2ccc(Br)cc2)cc1,-2,-0.42,-22,-8,1,33,0.3,25,0.6
COc1ccc(NC(=O)c2[nH]c(C)c(C(C)=O)c2C)cc1Cl,-11,·,-15,-4,4,13,2.3,24,0.3
CC(=O)Nc1ccc(S(=O)(=O)C(C#N)c2nc3ccccc3nc2NCCO)cc1 (stereo not drawn),-27,0.35,-71,7,-15,-346,0.7,-3,0.4
COc1cccc(CC(=O)Nn2c(C)nc3ccccc3c2=O)c1,-9,1.6,-13[20 µM],-15,-3,-6,0.3,14,0.8

# Structures from the list above with a furan ring, fused or not (five):
SMILES,Tb hexokinase,KCC2 mod,Furin inh,EBV gp42 inh,thrombin 1536,m-calpain inh,TRPN1 ag,PPC-1+TRAIL kill,TRPML3 ag
COc1cc(-c2noc(CCCC(=O)NCc3ccco3)n2)cc(OC)c1OC,2,-0.15,-18[20 µM],-19,1,-9,-2.7,-3,0.2
COc1ccc(C2(CNC(=O)/C=C\c3ccco3)CCCC2)cc1OC,-2,·,-20[20 µM],-7,-7,-285,0.2,11,-0.6
Cn1c(SCC(=O)Nc2ccccc2F)nnc1-c1cc2ccccc2o1,1,0.075,-11[20 µM],-13,-2,-17,0.1,20,0.3
O=C(Nc1ccc(Cl)cn1)c1ccc(-c2cc(Cl)ccc2Cl)o1,0,·,-30[20 µM],-10,-2,-235,1.3,-6,1.3
Cc1ccc(C(=O)CSc2nnc(-c3ccco3)n2Cc2ccccc2)cc1,6,-3.2*,-26[20 µM],-11,-1,9,-2.3,20,0.5
